12-LOX inh = ALOX12 (human) lipoxygenase inhibition | P18054 | purified 12hLO, xylenol orange hydroperoxide absorbance | Potency, µM (top dose mostly 108 µM), for the others: at the top dose activity change, negative = inhibition, actives largely listed as inhibitors | 580,000 tested, 1.1% active | AID 1671190; active = well fitted inhibition curve with a large enough effect; inconclusive = small, poorly fitted or top-dose-only effect, or another doubt; inactive = no such curve, though single readings can be large or run the other way
Target sequence (P18054 whole entry, looked up): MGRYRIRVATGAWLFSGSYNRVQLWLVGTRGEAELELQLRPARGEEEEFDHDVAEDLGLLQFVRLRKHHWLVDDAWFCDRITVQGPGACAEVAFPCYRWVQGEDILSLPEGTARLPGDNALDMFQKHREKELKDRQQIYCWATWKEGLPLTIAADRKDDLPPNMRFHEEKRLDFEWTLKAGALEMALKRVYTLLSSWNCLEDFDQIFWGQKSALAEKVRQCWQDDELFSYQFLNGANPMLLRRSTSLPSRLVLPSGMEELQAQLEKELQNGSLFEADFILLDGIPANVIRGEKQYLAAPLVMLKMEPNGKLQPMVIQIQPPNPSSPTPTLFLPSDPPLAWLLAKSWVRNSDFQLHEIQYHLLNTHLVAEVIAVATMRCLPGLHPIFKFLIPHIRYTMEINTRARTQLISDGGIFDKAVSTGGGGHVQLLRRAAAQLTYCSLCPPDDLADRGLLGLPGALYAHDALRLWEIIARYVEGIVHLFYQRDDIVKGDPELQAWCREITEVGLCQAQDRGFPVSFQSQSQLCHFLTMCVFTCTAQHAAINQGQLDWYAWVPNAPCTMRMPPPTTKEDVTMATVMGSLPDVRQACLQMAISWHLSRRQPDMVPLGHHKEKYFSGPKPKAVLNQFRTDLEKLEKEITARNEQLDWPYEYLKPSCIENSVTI
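Purified human 12hLO at 150 nM in 25 mM Hepes, 0.01% Triton X-100, pH 7.0, preincubated 15 min at room temperature with compound. Reaction started with 40 uM arachidonic acid, 30 min at room temperature. Hydroperoxide measured by Fe-xylenol orange, 573/405 nm absorbance ratio.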
The depositor's hits bear a star; i = inactive; ? = inconclusive; & = joins results of further samples; [ ] = another dose, or the depositor's remark. % is set by controls: 0 for no effect and ±100 for the full control effect; potency is the fitted concentration of half-maximal effect. These rows are one share of the data; the hit share may differ from the screen's.

SMILES	12-LOX inh
COc1ccc(C(C)NC(=O)CN2C(=O)NC3(CCC(C)CC3)C2=O)cc1 (configuration not stated)	22%
CCOC(=O)C1CCCN(C(=O)C2CC(c3ccc(CC)cc3)CN(C(C)=O)C2)C1 (configuration not stated)	40%[activator]
O=C(NCCF)c1cccc(S(=O)(=O)NCCCc2ccncc2)c1	3%
O=C1OCC2(CCN(Cc3ccn[nH]3)C2)N1CCN1CCOCC1 (configuration not stated)	?
COCCOc1cc(=O)n2c(c1C(=O)NCCC1=CCCCC1)CCOCC2	30%
Cc1ccc(C2Cn3nnc(-c4noc(-c5ccco5)n4)c3CO2)cc1 (configuration not stated)	-2%
CC1CN(CC(=O)NCCc2ccncc2)Cc2ccccc2O1 (configuration not stated)	12%
CC(OC(=O)C1=COCCO1)C(=O)Nc1ccc(N2CCOCC2)cc1 (configuration not stated)	-17%
Cn1c2c(c3ccccc31)CN(C(=O)Nc1ccc(Cl)cc1Cl)CC2	i
O=C(NCc1ccc(Br)cc1)OC1CC2CC1[C@H]1CCCCN1C2=O (some centres not stated)	-8%
Cc1noc(-c2ccccc2Cl)c1C(=O)NCCOc1ccccc1	9%
C=CCNC(=S)NNC(=O)C1CC1	1%
CCc1ccccc1NC(=O)C(=O)NCCc1csc(-c2ccc(C(F)(F)F)cc2)n1	5%
CC(C)CN1C(=O)c2cccn2CC1C(=O)NCCCOC(C)C (configuration not stated)	22%
Cc1cnc(C(=O)NCC(O)c2ccccc2C(F)(F)F)cn1 (configuration not stated)	-50%
CCN(CC)Cc1ccc(CNC(=O)c2ccc(Br)cc2F)cc1	-5%
CCN(CC)S(=O)(=O)c1cccc(NC(=S)Nc2ccc(C)c(C)c2)c1	?
O=C([C@@H]1C[C@H](F)CN1C(=O)c1cccc(Cl)c1)N1CCCCC1	25%
COc1nc2nc(CCc3ccccc3)n(C)c2cc1-c1cccc(NC(C)=O)c1	6%[176 µM]
O=C(O)COc1ccccc1/C=N/O	53%[activator]
COC(=O)c1ccccc1C(=O)N1CCNC(=O)C1Cc1ccccc1 (configuration not stated)	-5%
Cc1cccc(NC(=O)CNC(=O)c2cc3ccc(F)cc3nc2C)c1C	-1%
COCc1noc([C@@H]2CN(Cc3ccncc3F)C[C@H]2COC)n1	9%
COC(=O)C(C(=O)OC)c1ccccc1NS(=O)(=O)c1c(C)cc(C)cc1C	-16%&-4%
O=C(Cc1cccn1-c1ccccc1)N1CCOCC1	-1%

Sorted by value in 12-LOX inh (high to low): 3 from the list above
SMILES	12-LOX inh
CCN(CC)Cc1ccc(CNC(=O)c2ccc(Br)cc2F)cc1	-5%
CC(OC(=O)C1=COCCO1)C(=O)Nc1ccc(N2CCOCC2)cc1 (configuration not stated)	-17%
Cc1cnc(C(=O)NCC(O)c2ccccc2C(F)(F)F)cn1 (configuration not stated)	-50%

Further compounds follow:
SMILES	12-LOX inh
COCCNC(=O)C[C@@H]1C[C@H]2O[C@H](CNCc3ccccc3OC(F)(F)F)[C@@H](O)[C@H]2O1	44%[activator]
CN(CCc1ccccn1)C(=O)[C@@]12CCCC[C@H]1N(C)C(=O)CC2	?
O=C([C@@H]1COCC(=O)N1Cc1ccccc1)N1CCN(Cc2ccc3c(c2)OCO3)CC1	0%
O=C(COC(=O)c1nn(-c2ccccc2)c(=O)c2ccccc12)Nc1ccccc1-c1ccccc1	-3%
CCC(CC)C(=O)N1CC[C@@H](CC(=O)O)[C@@H](CC2=NCCc3ccc(C)cc32)C1	?
Cn1nc(C(=O)Nc2ccccc2Br)c2ccccc2c1=O	-29%
CN(Cc1ccccc1)C(=O)[C@@H]1CCCN1C(=O)[C@@H]1CCCN1C(=O)c1cccs1	-4%
O=C1CC(NS(=O)(=O)N2CCCC2)CN1Cc1ccc(F)cc1 (configuration not stated)	?
COc1ccc(C(=O)NC2CCN(c3cc(-c4ccc(F)cc4)[nH]n3)C2)c(OC)c1 (configuration not stated)	4%
CCN(CC1COc2ccccc2O1)S(=O)(=O)N1CCOCC1 (configuration not stated)	9%
CC1(C)CC(NCCC(=O)NC2CC(C)(C)NC(C)(C)C2)CC(C)(C)N1	-17%
Cc1cc(Nc2cccc(Cl)c2)n2nc(Cc3ccccc3)nc2n1	11%
COCCC(=O)NC[C@@H]1C=C(C)[C@H](CC(=O)N(C)Cc2ccccc2)C[C@H]1C(C)C	20%[176 µM]
Cc1ccc(Nc2nc(N)c(C(=O)c3cc(C)ccc3C)s2)cc1	?
CCOC(=O)N1CCN(C(=O)C[C@H]2C[C@@]3(C(=O)OC)C(=C[C@H](C(C)(C)C)O[C@@H]3C)N(Cc3ccc4c(c3)OCO4)C2=O)CC1	0%
CCOc1ccccc1NC(=O)Cn1cccc1-c1nc(-c2ccc(OC)c(F)c2)no1	-22%
O=C(Nc1cc(F)ccc1F)C12CC3CC(CC(Cl)(C3)C1)C2	7%
COc1c(F)ccc(C(=O)NC2CC(=O)N(CCc3ccc(F)cc3)C2)c1F (configuration not stated)	?
CCNC(=O)O[C@@H]1CO[C@H]2[C@@H]1OC[C@@H]2NC(=S)Nc1ccc(N(C)C)cc1	112µM*
CC1CCN(C(=O)C2(CCO)CC23CCOCC3)CC1 (configuration not stated)	15%
CC(=O)Nc1ccc(N2C(=O)C/C(=C/c3cn(C)c4ccccc34)C2=O)cc1	4%
NC(=O)c1cc[nH]c1C1CCCN(S(=O)(=O)c2cnc[nH]2)C1 (configuration not stated)	20%
Cc1ccc(-n2c(=O)c3ccccc3n3c(SCC(=O)Nc4ccccc4)nnc23)cc1	-22%
CC(=O)Nc1ccc(CN2CCC(c3nc4ccc(C)cc4c(=O)[nH]3)CC2)cc1	1%
O=C(c1ccc2[nH]ccc2c1)N1CC[C@@H]2COCCN(Cc3cccnc3)[C@@H]2C1	?
More structures
SMILES	12-LOX inh
Cc1cccc(CC(=O)N2CC(C(=O)NC3CCCCC3)C3(CCOCC3)C2)c1 (configuration not stated)	19%
Cc1cccc(Cn2c(-n3nc(C)c(C)c3C)nc3c2c(=O)[nH]c(=O)n3C)c1	-1%
Cc1cc(NCc2cccnc2)n2ncc(-c3ccccc3)c2n1	23%
COc1ccc([C@@H](NC(=O)CN2CCc3ccccc3C2)C2CC(O)C2)cn1 (some centres not stated)	132%[activator]
Cc1ccc(CNC(=O)CSc2nc3cc([N+](=O)[O-])ccc3o2)cc1	-18%
COc1ccc(CCN[C@H]2CS(=O)(=O)C[C@@H]2S(=O)(=O)c2ccc(C)cc2)cc1OC	11%
CCC(CC)CN1CC2(CCN(C(=O)CCc3nncn3C)CC2)OC1=O	59%[activator]
Fc1cccc(-c2cnc(Nc3cncnc3)c3c2CCO3)c1	2%[176 µM]
CCOC(=O)[C@]12CCC=C1N(Cc1ccc(Cl)cc1Cl)C(=O)[C@H](CC(=O)N1CCN(C(=O)c3ccco3)CC1)C2	-9%
CCCn1c(=O)n(CC(=O)Nc2ccc(F)cc2F)c(=O)c2c1nc(C)n2CCOC	14%
C[C@@H]1C(=O)O[C@H]2[C@H]1CC[C@@]1(C)Cc3sc(NS(=O)(=O)Cc4ccccc4)nc3[C@@H](C)[C@H]21	6%
O=S(=O)(NCc1ccccc1)NCc1noc(C2CCCO2)n1 (configuration not stated)	28%
O=C(c1cc(NC2CCCCCC2)nc2ccccc12)N1CCOCC1	-53%
Cc1nc(C(=O)N2CC(F)(F)C[C@H]2c2nc(C3CC3)no2)co1	18%
O=C1CC2(CCN(Cc3ccc(C(F)(F)F)cc3F)C2)C(=O)N1 (configuration not stated)	45%[activator]
COc1ccc(-c2nn(-c3ccccc3C)c(OC(C)=O)c2-c2ccc(NC(C)=O)cc2)cc1OC	?
O=C(/C=C/c1cccs1)Oc1ccc(C(=O)c2ccccc2)cc1	-14%
COC(=O)[C@@H]1Cc2ncn(C(C)C)c2CN1S(=O)(=O)c1ccccc1	8%[176 µM]
CN(C)Cc1nnc(C2CC(NC(=O)c3n[nH]c4c3CCCC4)C2)n1C (configuration not stated)	40%&4%[activator]
Cn1nc(C(=O)OC2CCCCC2=O)c2ccccc2c1=O (configuration not stated)	25%
CCOc1ccc2c(n1)CCN(C(=O)C(C)C)C2	29%
Cc1ccc(C)c(NC(=O)Cn2ccn3nc(-c4ccccc4)c(CO)c3c2=O)c1	-22%
COc1ccc(C2Cn3nnc(C(=O)N4CCC(C(=O)NC5CCC(C)CC5)CC4)c3CO2)cc1 (configuration not stated)	31%
CC(C)c1cc(C(=O)N2CCCc3ccccc32)c2ccccc2n1	-4%
Cc1nn(C)c(C)c1S(=O)(=O)N1CCC(c2noc(-c3ccccc3)n2)C1 (configuration not stated)	20%
The listing continues.
SMILES	12-LOX inh
NC(=O)CCN(C(=O)c1ccc(C(F)(F)F)cc1)c1ccccc1	1%
Cc1nc2n(c1C(=O)Nc1nccs1)CCC(Nc1ccccc1)C2 (configuration not stated)	47%[activator][176 µM]
COC(=O)c1ccc(C2c3c(-c4cccc(OC)c4)n[nH]c(=O)c3Nc3nnnn32)cc1 (configuration not stated)	-26%
O=S1(=O)NC2(CCCN(Cc3ccc(F)cc3)C2)COc2ccccc21 (configuration not stated)	1%[6.33 µM]
COc1ccc(NC(C)c2nnc(-c3cccs3)o2)c(OC)c1 (configuration not stated)	6%
CC(=O)NC(C)c1cccc([N+](=O)[O-])c1 (configuration not stated)	-8%
Nc1nc(-c2cc3c4c(c2)CC(=O)N4CCC3)cs1	?
Cc1c(Cl)cccc1NCC(=O)N1CCNC1=O	?
CC(C)CC(=O)N1CCn2c(nnc2[C@@H]2C[C@@H](O)CN2Cc2ccccc2)C1	11%
CN(C)c1ccc(CN[C@H]2C[C@H]3C(=O)NC[C@@H](CCC(=O)Nc4ccccc4)N3C2)cc1	?
COc1ccc(-c2ccc3c(c2)COCC(=O)N3CCN2CCOCC2)cc1	-3%
Cc1ccc(CNC(=O)N2CCCC(Cc3noc(-c4cnccn4)n3)C2)cc1 (configuration not stated)	58%[activator]
COc1cccc(-c2nc3nc(C)cc(C)n3c2NC2CCCCC2)c1	-25%
CCCC/C=C1/[C@H](c2ccc(Cl)cc2)N(Cc2ccc3c(c2)OCO3)C2=N[C@H](c3ccccc3)CC(=O)N21	?
O=S(CCCOc1ccc(F)cc1)Cc1ccc(F)cc1 (configuration not stated)	-53%
CCC(=O)N1CCc2sc(C(=O)NCc3ccc4c(c3)OCO4)cc2C1	-1%
O=C(O)c1ccccc1C(=O)Nc1ccc(-c2ccccc2)cc1	4%[57.4 µM]
CC(c1nnc(SCCOc2ccc(Cl)cc2)n1-c1ccc(Cl)cc1)N(C)C (configuration not stated)	-20%
CC1CCN(C(=O)c2cc3ccc(C(C)C)cc3[nH]2)CC1	1%
COCCN1Cc2ccc(NCc3ccccc3)nc2C(C)(C(=O)NC2CCOCC2)C1 (configuration not stated)	7%[176 µM]
O=C(NCc1ccccn1)c1ccccc1NS(=O)(=O)c1ccc2[nH]c(=O)[nH]c2c1	6%
Cc1oc2cc(OCC(=O)N3CCCCCC3)ccc2c(=O)c1-c1ccc(Cl)cc1	1%
CC(CCN1CCC(C(O)(c2ccccc2)c2ccccc2)CC1)Oc1ccc([N+](=O)[O-])cc1Cl (configuration not stated)	0%
CCNC(=O)N1CCCC1C(=O)Nc1ccccc1-c1ccc(OC)cc1 (configuration not stated)	9%
COc1ccc2cc(C(=O)N3CCC(C)(C(=O)NCc4ccccc4)CC3)[nH]c2c1	?

A section taken from the entries so far, for reference:
SMILES	12-LOX inh
COc1ccc(C(C)NC(=O)CN2C(=O)NC3(CCC(C)CC3)C2=O)cc1 (configuration not stated)	22%
CCOC(=O)C1CCCN(C(=O)C2CC(c3ccc(CC)cc3)CN(C(C)=O)C2)C1 (configuration not stated)	40%[activator]
O=C(NCCF)c1cccc(S(=O)(=O)NCCCc2ccncc2)c1	3%
O=C1OCC2(CCN(Cc3ccn[nH]3)C2)N1CCN1CCOCC1 (configuration not stated)	?
COCCOc1cc(=O)n2c(c1C(=O)NCCC1=CCCCC1)CCOCC2	30%
Cc1ccc(C2Cn3nnc(-c4noc(-c5ccco5)n4)c3CO2)cc1 (configuration not stated)	-2%
CC1CN(CC(=O)NCCc2ccncc2)Cc2ccccc2O1 (configuration not stated)	12%

(list continues)
SMILES	12-LOX inh
O=C(NCc1cccnc1N1CCOCC1)c1ccco1	30%
O=C(NCc1ccncc1)c1nc(-c2ccc3[nH]ccc3c2)no1	-1%
CCCn1nc(C(=O)NC(C)c2cccs2)c2ccccc2c1=O (configuration not stated)	-28%
O=C(N/N=C/Cc1ccccc1)C1CC1	18%
CN(C)CCN(CCc1ccccc1)C(=O)Nc1cccnc1	25%
COC(=O)C1=C(C)N(Cc2cccc(C(F)(F)F)c2)C(=NCc2ccc(OC)cc2)NC1c1cccc(Cl)c1 (configuration not stated)	?
CNS(=O)(=O)Cc1ccccc1CNC(=O)c1cc(F)cc(F)c1	-28%
O=C(NCC(c1ccccc1)c1c[nH]c2ccccc12)c1ccccn1 (configuration not stated)	?
C[C@H]1CN(S(=O)(=O)c2ccccc2)C[C@@H]1c1nc(-c2ccncc2)no1	28%
O=S(=O)(NC(c1ccccc1)C1CC1)c1cccs1 (configuration not stated)	?
CCOC(=O)C1=C[C@@H](C(C)(C)C)N(S(=O)(=O)c2ccc([N+](=O)[O-])cc2)[C@H]1c1cccc(Cl)c1	1%

2 entries from above in another layout.
12-LOX inh | SMILES
-28% | CCCn1nc(C(=O)NC(C)c2cccs2)c2ccccc2c1=O (configuration not stated)
28% | C[C@H]1CN(S(=O)(=O)c2ccccc2)C[C@@H]1c1nc(-c2ccncc2)no1
